NLRP3 yeast inh – NALP3 inflammasome inhibitors in reconstituted yeast, primary screen, luminescence, uHTS; AID 2825, 2010; Yeast reconstituted NLRP3/ASC/caspase-1, beta-gal luminescence, 24 h; inhibition, % at 10 µM; 330,000 tested, 0.39% active;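 active = inhibition of 50% or more; inactive = inhibition below 50%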;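 note: plate controls were induced DMSO wells for no effect and uninduced yeast grown without galactose for full effect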
MIN6 prolif – inducers of MIN6 beta-cell proliferation, primary screen, ATP luminescence, uHTS; 330,000 tested, 0.29% active; MIN6 cells proliferation, ATPlite luminescence, 48 h; cells starved in 0.2% serum; 100% = growth in 10% serum; AID 2380, 2010; proliferation, % at 10 µM;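 active = compounds whose signal lies at least 3.5 SD above the mean of all wells on their plate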;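 note: 0% = DMSO-treated cells in low-serum medium and 100% = 10% serum control; some compounds called inactive have numbers as strong as hits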
tim10-1 inh – growth inhibitors of tim10-1 mutant yeast, primary screen, luminescence, uHTS | inhibition, % at 20 µM | S. cerevisiae tim10-1 ts strain growth, BacTiter-Glo, 24 h | AID 463190, 2010 | 330,000 tested, 2.2% active;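 active = inhibition of at least 40%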;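 note: mutant grown at 25 °C; 0% = DMSO wells with yeast and 100% = wells holding no yeast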
TIM10 inh – growth inhibitors of isogenic TIM10 control yeast, primary screen, counter-screen for tim10-1 yeast inhibitor project, luminescence, uHTS; S. cerevisiae TIM10 strain growth, BacTiter-Glo luminescence, 24 h; inhibition, % at 10 µM; 330,000 tested, 1.4% active; AID 463195, 2010;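 active = inhibition of 40% or more at the single tested concentration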;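 note: wild-type TIM10 isogenic control strain grown at permissive 25 °C; 0% = DMSO yeast wells and 100% = minimal medium wells without yeast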
tim23-1 inh – growth inhibitors of tim23-1 mutant yeast, primary screen, luminescence, uHTS; S. cerevisiae tim23-1 growth, BacTiter-Glo luminescence, 24 h; 330,000 tested, 1.3% active; inhibition, % at 20 µM;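 active = growth inhibition of the mutant yeast at or above 50%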;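 note: temperature-sensitive mutant grown at 25 °C; plate controls were DMSO-treated mutant yeast for no effect and medium wells lacking yeast for full effect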
APJ antag – antagonists of human apelin receptor APJ, primary screen, CHO-K1 cells, beta-arrestin complementation, luminescence; P35414; inhibition, % at 20 µM; 330,000 tested, 0.32% active; AID 2521, 2010;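 active = inhibition above about 40% at 20 µM, limit read from the data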;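 note: cells challenged with 10 nM apelin-13 agonist together with compound; plate controls were apelin-13 plus DMSO wells for no effect and DMSO wells lacking apelin-13 for full effect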
Target sequence (P35414 whole entry, looked up): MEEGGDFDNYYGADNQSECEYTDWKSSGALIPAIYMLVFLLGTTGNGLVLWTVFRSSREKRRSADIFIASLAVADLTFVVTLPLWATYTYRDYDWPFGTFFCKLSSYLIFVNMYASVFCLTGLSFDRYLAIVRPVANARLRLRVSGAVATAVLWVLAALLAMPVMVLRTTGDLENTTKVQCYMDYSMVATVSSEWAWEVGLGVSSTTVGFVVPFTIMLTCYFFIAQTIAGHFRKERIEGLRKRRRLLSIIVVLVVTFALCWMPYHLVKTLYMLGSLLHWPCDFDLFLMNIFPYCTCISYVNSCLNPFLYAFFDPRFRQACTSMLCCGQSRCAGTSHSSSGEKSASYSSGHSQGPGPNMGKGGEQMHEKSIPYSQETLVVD
MPTP block – mitochondrial permeability transition pore inhibitors, primary screen, biochemical, isolated mouse mitochondria, absorbance. Ca2+ swelling absorbance, 30 min. inhibition, % at 10 µM. 360,000 tested, 1.4% active. AID 602449, 2012;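 active = inhibition of 50% or more, scaled per plate between neutral and stimulator controls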;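 note: 0% = DMSO wells given calcium and 100% = 1 mM EGTA wells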
APJ agonist – agonists of human apelin receptor APJ, primary screen, CHO-K1 cells, PathHunter beta-arrestin, luminescence; activation, % at 20 µM; AID 2520, 2010; P35414; 330,000 tested, 0.11% active; 0% DMSO wells, 100% apelin;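 active = activation more than six SD over the plate average, tested at 20 µM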;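 note: 0% = DMSO alone and 100% = apelin-13 at 10 nM; some results filed as inactive read as strong as hits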
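Test system – PathHunter CHO-K1 APJ (AGTRL-1) beta-arrestin reporter cells · Input – 1000 cells/well · Compound – single test compound dose, 20 µM final, 1% DMSO · Times – compound stimulation 90 min at 25 °C, detection 60 min · Technique – beta-gal luminescence · Read-out basis – APJ–arrestin association signal · Control set – negative DMSO alone, positive Apelin-13 at 10 nM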
GRIN3A LBD mod – binders of NR3A ligand-binding domain, primary screen, biophysical, differential scanning fluorimetry, uHTS | 340,000 tested, 2.5% active | NR3A LBD differential scanning fluorimetry, Tm shift; 0% = protein alone, 100% = glycine-bound protein | Glutamate receptor ionotropic, NMDA 3A (GRIN3A) ligand-binding domain | AID 1259313, 2017 | Tm shift relative to glycine control, % at 25 µM;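 active = melting temperature shift of at least 10% of the positive control shift, at one fixed dose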
* hit, by the source's call; / = no result given.

structure,NLRP3 yeast inh,MIN6 prolif,tim10-1 inh,TIM10 inh,tim23-1 inh,APJ antag,MPTP block,APJ agonist,GRIN3A LBD mod
CCOC(=O)/C=C1\CN(Cc2ccc(OC)cc2)S(=O)(=O)c2ccccc21,5,-5,5,-6,17,1,-1.2,-6,0
N#CCCN(C(=O)CSc1n[nH]c(=O)[nH]c1=O)c1ccccc1,-4,-2,-11,-8,2,5,-1.8,0,4
Cc1ccccc1S(=O)(=O)Nc1ncc(C(F)(F)F)cc1Cl,-15,-1,12,18,-2,-2,2.2,-2,-18
CC(C)Nc1nc(NC(C)C)nc(OCCOC(=O)c2ccccc2)n1,4,0,14,24,29,0,24,0,-2
Cn1c(SC/C=C/c2ccccc2)nnc1-c1cccs1,36,-1,6,-4,57*,-1,1.5,-1,0
CCCn1c(N)c(C(=O)CSc2nc3ncc(Cl)cc3[nH]2)c(=O)[nH]c1=O,1,-3,-15,2,4,-3,-0.4,-2,-1
CCn1c(C)cc(/C=C2\NC(=O)N(Cc3ccccc3)C2=O)c1C,-9,0,7,8,2,-2,0.1,-4,-3
O=C(C(NS(=O)(=O)c1cccc2nsnc12)c1ccccc1)N1CCN(c2ccccn2)CC1 (stereo unspecified),11,1,19,16,27,7,0.7,6,0
O=C(O)CN1C(=O)/C(=C\c2cccc(OCc3ccc(F)cc3)c2)SC1=S,23,-5,37,-2,29,-3,2.4,-1,9
COC(=O)c1ccc(OCC(=O)c2ccccc2OC)cc1,8,2,29,22,20,-14,4.6,-1,1

Structural class: the compounds so far with fluorine.
structure,NLRP3 yeast inh,MIN6 prolif,tim10-1 inh,TIM10 inh,tim23-1 inh,APJ antag,MPTP block,APJ agonist,GRIN3A LBD mod
Cc1ccccc1S(=O)(=O)Nc1ncc(C(F)(F)F)cc1Cl,-15,-1,12,18,-2,-2,2.2,-2,-18
O=C(O)CN1C(=O)/C(=C\c2cccc(OCc3ccc(F)cc3)c2)SC1=S,23,-5,37,-2,29,-3,2.4,-1,9

Additional compounds:
structure,NLRP3 yeast inh,MIN6 prolif,tim10-1 inh,TIM10 inh,tim23-1 inh,APJ antag,MPTP block,APJ agonist,GRIN3A LBD mod
COC(=O)c1ccc(N=NN2CCCCC2)cc1,28,-2,20,3,20,-6,-2.7,-1,-3
CCOc1ccc(NC(=S)N(CCc2ccncc2)C(C)C)cc1,13,-2,-4,7,10,-4,2.9,-2,-7
CC1(C)CC2CC(C)(CN2S(=O)(=O)c2ccc(N)cc2)C1 (stereo unspecified),-7,-4,39,54*,40,-9,0.5,1,0
CCOC(=O)[C@H]1[C@H]2COc3ccc(OC)cc3[C@H]2N2C(=O)CNC(=O)[C@@]12C,8,-1,-5,7,-2,4,-1.2,-3,-1
CCN(CC)CC#CCC(OC)(c1ccccc1)c1ccccc1,19,-3,-33,-12,9,16,-2.0,0,-1
COC(=O)C(NC(C)=O)(Nc1ccc(C)cn1)C(F)(F)F (stereo unspecified),12,-2,-7,-12,-24,2,1.4,-1,-1
COc1ccc(C(=O)c2cnc3cc4c(cc3c2C)OCO4)cc1,23,-3,35,12,8,18,0.9,-1,1
CCOC(=O)Cc1ccc(NC(=O)c2cccc([N+](=O)[O-])c2)cc1,19,-4,7,6,5,-17,-1.2,-1,0
COC(=O)[C@]1(C)N[C@H](CN(C)S(=O)(=O)c2ccc(C(F)(F)F)cc2)[C@@H]2C(=O)N(C)C(=O)[C@@H]21,7,-1,-10,-2,-7,1,-1.7,-1,-1
CN(Cc1nccn1C)C(=O)CC1C(=O)NCCN1Cc1ccc(F)cc1Cl (stereo unspecified),18,6,-4,2,-1,-20,-1.0,0,-2
Nc1nc(CN2CCN(c3ccccc3F)CC2)nc(Nc2ccccc2)n1,10,-1,8,-1,10,1,-3.1,-6,2
NCCCC[C@H](NC(=O)C1CCNCC1)c1nnc(CN)o1,30,-3,-19,-9,8,-37,/,11,/
O=C(Cc1ccc(Cl)c(Cl)c1)NC1CCCCCC1,39,-2,6,1,23,4,1.7,-4,-7
COc1ccc(CCNS(=O)(=O)c2ccc(OC)c(OC)c2)cc1OC,-1,-1,-17,-16,-12,10,-0.8,-1,-1
COC(=O)C(=C/C=C/c1ccco1)C(=O)OC,24,-1,3,-15,17,-1,-0.7,-2,1
O=C(Nc1ccc(Cl)cc1)OCCn1nnnc1C(c1ccccc1)N1CCOCC1 (stereo unspecified),9,-2,15,1,11,10,2.3,-5,-1
COc1ccc(NC(=O)Nc2c(C)n(C)n(-c3ccccc3)c2=O)cc1OC,11,-1,-7,-4,6,12,0.5,0,2
CCOc1cccc(-n2nnnc2-c2ccc(OC)cc2)c1,32,-2,27,26,22,19,-0.9,15,4
CCOc1ccccc1NS(=O)(=O)c1ccc(-n2cccn2)cc1,-2,1,16,0,16,12,-1.3,4,-2
CC1=C(C(=O)OC(C)C)C(c2ccsc2)NC(=O)N1C (stereo unspecified),5,0,15,14,-17,17,-1.3,-3,-2
COc1cc(NC(=O)C2CCCN(S(=O)(=O)c3ccc4c(c3)oc(=O)n4C)C2)cc(OC)c1 (stereo unspecified),-8,-2,4,-9,-4,-1,0.4,-1,-2
O=C(/C=C/c1cccs1)N1CCN(c2ccccc2)CC1,17,-3,3,7,14,-12,-1.3,-1,2
COc1ccc(CCNC(=O)Oc2ccccc2)cc1OC,13,0,2,15,16,3,-0.1,-2,0
C/C(=N\OCC(=O)Nc1ccc(OC(F)(F)F)cc1)c1ccc2c(c1)OCCO2,14,1,27,5,23,-6,3.6,-2,-4
CCOc1cc(C(=O)Nc2nnc(S(=O)(=O)N3CCOCC3)s2)cc(OCC)c1OCC,11,-3,20,9,12,19,-0.8,-2,-11
[N-]=[N+]=CC(=O)C(Cc1ccccc1)N1C(=O)c2ccccc2C1=O (stereo unspecified),-5,0,20,3,29,4,-0.5,-3,-1
CCCc1nc2nc(C)c(NS(=O)(=O)c3ccc(CC(C)C)cc3)c(=O)n2[nH]1,20,0,9,-6,8,11,1.4,-2,3
O=C(NCC1CCCN1S(=O)(=O)c1ccccc1)c1cccc(Cl)c1 (stereo unspecified),14,0,13,10,14,9,-1.7,-1,3
Cc1cccc(OCC(=O)N2CCN(C(=O)COc3ccc(Cl)cc3)CC2)c1,13,-2,16,13,2,0,-3.0,-3,1
COc1ccc(C(=O)NCc2cccc(Cl)c2)cc1S(=O)(=O)N1CCOCC1,12,4,-21,3,-17,3,-0.4,-4,-1
CC1=CC2=NC(=O)/C(=C\c3cc(C)n(-c4ccccc4)c3C)C(=N)N2O1,-7,-2,4,7,-11,-18,1.2,0,-7
COC(=O)Cn1c(=NC(=O)c2cc(OC)c(OC)c(OC)c2)sc2cc(OC)ccc21,10,0,17,18,3,2,1.9,-3,4
CCOC(=O)C1CCN(C(=O)Cn2cnc3sc(C)c(S(=O)(=O)N4CCOCC4)c3c2=O)CC1,8,-2,7,-14,3,-33,-1.9,0,-3
CCOC(=O)Cn1c(Br)nc2c1c(=O)[nH]c(=O)n2C,-9,-1,14,8,12,13,0.3,-2,2
COc1ccc(CNC(=O)CN2CCN(S(=O)(=O)c3c(C)c(C)cc(C)c3C)CC2)cc1OC,5,-2,19,9,12,6,-0.1,-3,-2
O=C(Cc1n[nH]c(=O)c2ccccc12)OCc1c(Cl)cccc1Cl,-6,0,4,1,5,3,1.2,-6,-3
CN1C(=O)c2ccc(NC(=O)c3c(C(=O)O)cccc3[N+](=O)[O-])cc2C1=O,8,-2,22,16,8,0,0.4,1,-2
CCOC(=O)N1CCC(NC(=O)Cn2ncc3c2-c2cc(C)ccc2OC3)CC1,12,-3,-9,1,5,4,-1.0,-2,-2
O=C1NCCC12C(=O)Nc1ccccc12 (stereo unspecified),11,-1,-14,-6,8,3,-1.0,-5,-2
CCCCCCCC/C=C\CCCCCCCC(=O)NCCc1ccc(O)c(O)c1,18,-8,0,0,5,2,6.2,9,-1

Four entries already listed, sorted by SMILES length, low to high:
structure,NLRP3 yeast inh,MIN6 prolif,tim10-1 inh,TIM10 inh,tim23-1 inh,APJ antag,MPTP block,APJ agonist,GRIN3A LBD mod
O=C1NCCC12C(=O)Nc1ccccc12 (stereo unspecified),11,-1,-14,-6,8,3,-1.0,-5,-2
CC1=CC2=NC(=O)/C(=C\c3cc(C)n(-c4ccccc4)c3C)C(=N)N2O1,-7,-2,4,7,-11,-18,1.2,0,-7
COC(=O)Cn1c(=NC(=O)c2cc(OC)c(OC)c(OC)c2)sc2cc(OC)ccc21,10,0,17,18,3,2,1.9,-3,4
COc1ccc(CNC(=O)CN2CCN(S(=O)(=O)c3c(C)c(C)cc(C)c3C)CC2)cc1OC,5,-2,19,9,12,6,-0.1,-3,-2

(further entries)
structure,NLRP3 yeast inh,MIN6 prolif,tim10-1 inh,TIM10 inh,tim23-1 inh,APJ antag,MPTP block,APJ agonist,GRIN3A LBD mod
COc1ccc(Nc2nc(Nc3ccc(OC)cc3)nc(SC3=NCCS3)n2)cc1,20,-4,40,39,17,2,-1.7,-5,3
COc1ccc2oc(C(=O)OCC(=O)NC(=O)NC(C)C)c(C)c2c1,4,-2,33,-15,16,-10,4.3,0,3
O=C(O)Cn1ncc2c1-c1ccoc1CC2,1,8,0,-7,4,6,-1.9,-2,-11
Cn1c(=O)[nH]c(=O)c2c1nc(Br)n2CCCSc1nc2ccccc2o1,9,-4,8,7,21,13,1.5,3,1
CCCCOc1ccc(/C=C/C(=O)OCC(=O)c2c(N)n(C)c(=O)n(C)c2=O)cc1OCC,-6,2,-11,-13,-14,-4,-0.3,0,0
O=c1ncn(-c2ccc(F)cc2)c2ncccc12,17,-3,8,-14,-5,3,1.4,-3,0
COc1ccc(S(=O)(=O)NC2CC(C)(C)NC(C)(C)C2)cc1C(C)C,6,-4,9,-5,7,10,-1.2,-7,0
COc1ccc(S(=O)(=O)Nc2ccccc2OC)cc1N=Nc1c(O)[nH]c(=S)[nH]c1=O,26,-3,-2,-13,-3,28,0.5,-7,-6
